Screening data deposited in PubChem by several laboratories.
Tb MetRS inh = T. brucei MetRS inhibitors, primary screen, biochemical, luminescence. methionyl-tRNA synthetase (Trypanosoma brucei brucei). purified T. brucei MetRS, ATP depletion, Kinase-Glo luminescence. inhibition, % at 11.9 µM. 360,000 compounds, 0.4% hits;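 active = inhibition above a per-plate cutoff of the control wells' mean inhibition plus 3 SD, cut at about 5.5% in these data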;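 also: 0% = DMSO wells median and 100% = median of wells with control inhibitor compound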
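Dosing: 11.9 µM single point; system: parasite MetRS enzyme; technique: luminescence of leftover ATP; times: 15 min enzyme-compound preincubation, 2 h reaction, 10 min detection, 25 °C; replicates: each compound tested once; read-out basis: percent inhibition relative to median high and low control wells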
LMPTP block = LMPTP phosphatase inhibitors, primary screen, biochemical, fluorescence intensity, uHTS | Low molecular weight phosphotyrosine protein phosphatase (Homo sapiens), P24666 | recombinant LMPTP-A, OMFP fluorogenic substrate | inhibition, % at 20 µM | 360,000 compounds, 0.22% hits | AID 651560, 2012;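 active = compounds that cut the enzyme signal by at least half of the control window in the single-dose screen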;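 also: plate controls were DMSO wells with enzyme plus substrate for no effect and substrate without enzyme for full effect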
Target sequence (P24666 whole entry, looked up): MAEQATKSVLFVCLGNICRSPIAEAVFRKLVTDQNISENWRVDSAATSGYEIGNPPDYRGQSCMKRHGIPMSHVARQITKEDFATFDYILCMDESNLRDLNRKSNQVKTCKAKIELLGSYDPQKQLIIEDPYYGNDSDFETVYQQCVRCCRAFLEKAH
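test system = LMPTP-A | amount = 0.625 nM LMPTP-A final | reagent = fluorogenic phosphatase substrate OMFP at 400 µM final | incubation = 50 min at room temperature | benchmarks = no-enzyme low control, uninhibited high control | medium = Bis-Tris pH 6.0, DTT, detergent | signal = fluorescence intensity of OMFP turnover product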
STEP block = STEP phosphatase inhibitors, primary screen, biochemical, fluorescence intensity, uHTS. Tyrosine-protein phosphatase non-receptor type 5 (Homo sapiens), P54829. recombinant STEP, OMFP fluorogenic substrate. inhibition, % at 20 µM. 360,000 compounds, 0.25% hits. AID 588621, 2011;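 active = inhibition at 20 µM, scaled per plate between control wells, above about 37%, limit read from the data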;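 also: 0% = DMSO with enzyme and substrate and 100% = substrate only without enzyme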
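Also added – OMFP at 25 µM · Test system – STEP tyrosine phosphatase · Technique – FITC-channel fluorescence of OMFP product · Schedule – 20 min at room temperature, dark · Evaluation – control-normalized % inhibition with plate pattern correction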
CendR NRP1 mod = modulators of CendR peptide binding to NRP-1, primary screen, biochemical, fluorescence polarization, uHTS; 360,000 compounds, 0.85% hits; inhibition, % at 25 µM; Neuropilin-1 (Homo sapiens), O14786; AID 602438, 2012; FAM-RPARPAR peptide binding to NRP-1;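 active = inhibition or corrected inhibition above about 18%, plus a signal ratio from 0.5 to 1.5, limit read from the data, passing the limit was not always enough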; also: strong numbers were not always called active
MsrA inh = bovine MsrA enzyme inhibitors, primary screen, biochemical, absorbance, HTS; 360,000 compounds, 0.75% hits; Methionine sulfoxide reductase A (Bos taurus); purified bovine MsrA, absorbance read-out; inhibition, % at 15.5 µM; in the data active = inhibition above about 4.5%;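 also: 0% = vehicle wells with enzyme and 100% = reference inhibitor wells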
DNMT1 block = human DNMT1 methyltransferase inhibitors, primary screen, biochemical, molecular beacon, fluorescence, HinP1I cleavage, uHTS. inhibition (reported as % activation of signal), % at 10 µM. DNA (cytosine-5)-methyltransferase 1 (Homo sapiens), P26358. 360,000 compounds, 0.83% hits; in the data active = inhibition above about 50%
Scp-1 inhibitor = Scp-1 phosphatase inhibitors, primary screen, biochemical, colorimetric, uHTS | Carboxy-terminal domain RNA polymerase II polypeptide A small phosphatase 1 (Homo … | inhibition, % at 20 µM | 340,000 compounds, 0.88% hits | Recombinant Scp1, phosphopeptide, malachite green phosphate absorbance;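 active = inhibition above about 50% at 20 µM, limit read from the data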;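 also: plate controls were DMSO wells with enzyme for no effect and wells lacking enzyme for full effect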
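Test system: SCP-1 phosphatase catalytic domain, residues 76-261 | Compound dosing: One concentration, 20 µM, with 1.0% DMSO | Schedule: 45 min room-temperature reaction, 5 min colour, 30 min stabiliser | Detection: Absorbance at 630 nm | Read-out basis: % inhibition of SCP-1 phosphate liberation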
MsrA act = bovine MsrA enzyme activators, primary screen, biochemical, absorbance, HTS; Methionine sulfoxide reductase A (Bos taurus); purified bovine MsrA, absorbance read-out; activation, % at 10.6 µM; 360,000 compounds, 0.3% hits; in the data active = activation above about 7.5%;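 also: 0% = vehicle and 100% = reference activator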
SUMO1 PPI mod = modulators of SUMO1 protein-protein interactions, primary screen, biochemical, uHTS | Small ubiquitin-related modifier 1 (Homo sapiens), P63165 | SUMO1 binding to a labelled peptide, TR-FRET, 1 h | inhibition, % at 20 µM | 360,000 compounds, 0.33% hits | AID 602429, 2012; in the data active = inhibition above about 37%
Target sequence (P63165 whole entry, looked up): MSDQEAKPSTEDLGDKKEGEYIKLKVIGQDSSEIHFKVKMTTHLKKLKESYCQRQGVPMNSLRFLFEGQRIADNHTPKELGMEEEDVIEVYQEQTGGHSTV
eLon inh = inhibitors of E. coli Lon protease, primary screen, biochemical, fluorescence polarization. inhibition, % at 7.94 µM. purified E. coli Lon protease. 360,000 compounds, 0.42% hits. AID 602123, 2011; in the data active = inhibition above about 13%, passing the limit was not always enough;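 also: 0% = enzyme with probe and DMSO and 100% = no enzyme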
Target sequence (P0A9M0 whole entry, looked up): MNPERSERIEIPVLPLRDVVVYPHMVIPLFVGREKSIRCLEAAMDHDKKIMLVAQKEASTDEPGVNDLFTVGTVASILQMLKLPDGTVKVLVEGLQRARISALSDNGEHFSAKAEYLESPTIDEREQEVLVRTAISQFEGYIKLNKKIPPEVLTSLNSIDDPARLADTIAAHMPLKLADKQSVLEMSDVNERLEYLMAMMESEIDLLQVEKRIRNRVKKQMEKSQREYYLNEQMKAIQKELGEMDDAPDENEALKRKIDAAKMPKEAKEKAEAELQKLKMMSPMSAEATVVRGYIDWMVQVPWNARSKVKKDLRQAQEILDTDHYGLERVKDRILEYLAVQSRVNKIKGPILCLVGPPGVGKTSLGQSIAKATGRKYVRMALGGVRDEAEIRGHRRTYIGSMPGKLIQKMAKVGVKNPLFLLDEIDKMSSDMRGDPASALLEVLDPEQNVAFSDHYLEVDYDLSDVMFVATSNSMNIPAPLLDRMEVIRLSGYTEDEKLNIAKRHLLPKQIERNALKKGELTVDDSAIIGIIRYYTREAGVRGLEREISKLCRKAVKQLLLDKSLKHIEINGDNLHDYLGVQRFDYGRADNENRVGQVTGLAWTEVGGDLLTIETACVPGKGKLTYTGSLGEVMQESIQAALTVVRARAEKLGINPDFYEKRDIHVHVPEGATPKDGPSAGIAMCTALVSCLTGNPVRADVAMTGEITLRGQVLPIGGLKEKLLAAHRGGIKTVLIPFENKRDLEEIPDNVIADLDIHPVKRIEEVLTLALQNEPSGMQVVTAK
* hit, by the source's call; · = no result given.

SMILES	Tb MetRS inh	LMPTP block	STEP block	CendR NRP1 mod	MsrA inh	DNMT1 block	Scp-1 inhibitor	MsrA act	SUMO1 PPI mod	eLon inh
COc1ccc(C(=O)CSc2nnc(CC(=O)Nc3ccccc3OC)n2C)cc1	0.5	-1.2	-4.6	11.7	0.2	-0.8	8.6	-4.5	-0.3	-5.5
O=C(C1CCN(C2CCN(C/C=C/c3ccccc3)CC2)CC1)N1CCOCC1	2.2	-1.1	6.5	-7.8	-0.2	-1.9	-4.0	-0.2	0.4	-7.1
CCn1c(SCC(=O)Nc2ccc(NC(=O)c3ccco3)cc2)nnc1-c1cccs1	-0.2	0.2	2.2	0.3	0.5	0.5	-0.4	-1.7	4.9	-0.9
COc1ccc(F)cc1CN1CCN(C(=O)c2ccc(S(=O)(=O)N3CCCCCC3)cc2)CC1	-0.2	-1.7	4.8	-9.8	0.1	-2.8	-7.6	-2.1	4.3	-2.2
COc1cccc(CN2CCN(C(=O)c3ccc(-c4ccccc4)cc3)CC2)c1OC	-0.5	0.1	-1.4	1.9	-0.5	-1.8	-4.0	1.5	-0.6	-1.9
O=C(c1ccc(NS(=O)(=O)c2cccc3cccnc23)cc1)N1CCOCC1	-2.5	-0.9	-4.1	3.9	0.7	1.9	6.2	-12.1	2.7	1.5
COc1ccc(-n2c(Cc3cccn3C)nnc2SCC(=O)NC2CCCC2)cc1	1.1	-0.3	5.5	-2.7	-0.3	-0.2	22.2	-3.5	7.0	0.8
O=C(NC(=S)Nc1nc2ccccc2s1)c1cccs1	-0.2	3.6	1.2	-37.0	0.5	-1.3	-2.6	-3.4	4.6	-21.1
CCOc1ccccc1NCc1nnc(-c2ccccc2)o1	-1.6	-1.0	3.0	17.3	1.6	-6.4	2.4	-3.0	1.9	-3.0
COC(=O)CN1C(=O)COc2ccc(Cl)cc21	1.2	-1.1	1.4	-9.6	-0.2	-0.5	-1.2	-4.7	4.3	-1.9
CCCC1(C(=O)OC)NC(c2ccc(OC)cc2OC)C2C(=O)N(c3cccc(C(C)=O)c3)C(=O)C21 (stereo not drawn)	-0.2	-0.6	0.8	-2.9	2.1	-0.8	-5.7	-3.1	-1.3	-14.0
CCOC(=O)c1ccc(NC(=O)C(CC)CC)cc1	-0.1	-1.2	-1.0	0.1	-1.1	2.3	0.6	-3.4	-1.7	-6.0
O=C(NCc1ccco1)C1CCN(c2nc3ccccc3n2Cc2ccccc2F)CC1	0.8	2.2	6.7	-1.4	0.0	0.0	-9.1	-0.5	2.7	-1.4
O=C(CSc1nc(=O)n2ccccc2n1)NCc1ccc2c(c1)OCO2	-0.3	-1.6	-1.0	-13.2	0.2	-3.3	-2.8	5.2	15.6	2.4
OC(CN1CCN(Cc2ccccc2)CC1)c1ccc(F)cc1 (stereo not drawn)	-0.1	-0.9	-3.6	-2.5	-0.7	3.7	-5.1	-0.7	-0.6	-7.7
Cc1ccc(N2C(=O)N(CC(=O)Nc3cccc([N+](=O)[O-])c3C)C(=O)C2C)cc1 (stereo not drawn)	-0.3	-1.1	0.0	-10.0	-1.0	-2.6	-4.8	-4.6	0.4	-5.0
O=C(Nc1c(C(=O)NCc2ccco2)cnn1-c1ccccc1)c1cccc(F)c1	-0.1	-1.3	-0.6	-3.7	-0.4	2.8	-7.0	-7.0	4.7	7.3
CCC(C(=O)NC1CCCCC1)N(Cc1cccs1)C(=O)CCC(=O)Nc1cc(C)on1 (stereo not drawn)	0.5	-1.4	9.4	6.4	-0.2	2.6	-3.0	0.1	2.7	6.7
CC(C)c1ccccc1OCC(=O)Nc1ccc2[nH]ncc2c1	-2.1	-1.3	-3.3	3.4	1.3	-8.2	0.3	-1.3	2.7	-9.1
COc1cc(Cl)ccc1OCc1cc(C(=O)N(C)Cc2cn(C)nc2C)no1	-0.3	-1.6	1.8	-0.3	1.2	-0.9	-2.4	-1.2	-1.4	1.9
COc1ccccc1-c1sc2ccccc2c1-c1ccc2c(c1)OCO2	-0.1	3.5	2.3	11.5	0.0	-8.0	-8.6	-3.8	0.8	1.6
Cc1c(O)ccc(-c2n[nH]c(C(=O)O)c2-c2nc3ccccc3s2)c1O	-0.4	-2.0	-1.2	-1.6	1.4	0.3	-13.7	-7.2	3.3	0.7
Cc1ccc(-c2nn(C(C)(C)C)c3ncnc(N)c23)cc1	-1.1	0.3	7.3	-14.5	0.0	-0.6	-10.1	1.5	0.8	-5.0
COc1cccc(-c2cnc(C(O)c3cccc(CN4CCCCC4)c3)[nH]2)c1 (stereo not drawn)	0.1	-1.2	0.1	-14.7	0.0	1.8	·	-1.6	0.1	-9.3

Taken from above:
Under LMPTP block, COc1cccc(-c2cnc(C(O)c3cccc(CN4CCCCC4)c3)[nH]2)c1 (stereo not drawn) has -1.2
Under STEP block, CCC(C(=O)NC1CCCCC1)N(Cc1cccs1)C(=O)CCC(=O)Nc1cc(C)on1 (stereo not drawn) has 9.4
Under CendR NRP1 mod, COc1cc(Cl)ccc1OCc1cc(C(=O)N(C)Cc2cn(C)nc2C)no1 has -0.3

Remaining list, next part.
SMILES	Tb MetRS inh	LMPTP block	STEP block	CendR NRP1 mod	MsrA inh	DNMT1 block	Scp-1 inhibitor	MsrA act	SUMO1 PPI mod	eLon inh
CCOC(=O)C1CCN(C(=O)CNC(=O)c2nn(-c3ccc(OC)c(Cl)c3)c(=O)c3ccccc23)CC1	0.6	2.2	0.3	5.5	0.2	0.4	-7.4	-2.4	-23.3	-14.2
CNc1nc2ccccc2n(C)c1=O	0.1	0.1	-0.2	-14.5	3.2	-2.0	-2.9	-1.3	-2.5	-5.6
CC(C)N(CCO)C(=O)C(c1ccccc1)c1ccccc1	-0.7	-0.1	-2.0	16.5	-1.1	-0.1	-4.9	-0.5	-1.4	2.9
FC(F)(F)c1ccc(Nc2nnnc3ccccc23)cc1	0.7	51.1*	96.6*	5.9	1.9	-1.5	72.5*	-8.9	-8.2	-2.5
O=C(OCC(=O)N1CCOCC1)c1cc2ccccc2oc1=O	-0.3	-1.6	-2.8	7.1	2.3	0.2	-2.5	-2.9	-26.7	-1.9
Cc1cc(NC(=O)c2ccccc2NS(=O)(=O)c2c(C)c(C)cc(C)c2C)no1	-0.7	0.1	-2.3	-1.9	-1.3	-6.5	-8.9	-4.1	9.0	12.0
Cc1ccc(C(=O)N2CCC(C(=O)c3ccc(F)cc3)CC2)cc1	-0.7	1.4	-1.5	10.3	-0.3	0.8	-6.5	-2.8	1.7	5.0
CN1C(=S)SC(C)(C)C1/[N+]([O-])=C/c1cccnc1 (stereo not drawn)	0.1	-0.6	-1.4	0.2	0.8	3.1	-4.2	-3.5	-1.4	-1.3
CC(C)C(=O)Nc1cccc(-c2cn3ccccc3n2)c1	-1.1	-1.3	-0.8	-1.0	0.4	3.0	-4.8	-7.2	-0.8	4.3
CN(C)CCCNC(=O)c1ccc(-c2cc3nc(NCc4cccnc4)n(C)c(=O)c3s2)cc1	-0.2	-0.5	0.7	-4.5	0.8	3.8	·	-6.6	-50.7	14.5
Cc1ccc(N/C(C(Cl)=C(Cl)Cl)=C(/Cl)[N+](=O)[O-])c(C)c1	-0.5	0.1	0.6	5.5	0.3	-4.0	1.0	-3.5	-2.3	-8.5
Cc1sc(NC(=O)C2C3CCC(O3)C2C(=O)O)nc1-c1ccc(CC(C)C)cc1 (stereo not drawn)	-0.4	2.5	-1.9	0.8	-0.2	-4.7	-3.9	-1.8	1.0	4.4
Cc1cc2c(c(C#N)c1C)NC=NC2C (stereo not drawn)	0.0	0.2	2.0	-0.6	-0.9	0.8	·	-1.3	0.0	0.0
Cc1cc(-c2ccc(C(C)C)c(S(=O)(=O)N3CC(=O)Nc4ccccc43)c2)on1	0.1	-0.8	-1.4	7.8	0.4	-2.4	6.8	-1.5	-0.5	-4.9
CC(=O)c1ccc(CCCc2ccc(C(C)=O)cc2)cc1	-0.3	0.9	2.5	21.2	0.1	-9.5	-1.0	-2.7	-1.1	2.8
COCCNC(=O)C1(C)CCN(C(=O)c2cc(C(C)(C)C)nn2C)C1 (stereo not drawn)	-0.3	-0.7	-1.8	10.2	0.0	-3.0	·	-3.5	-4.6	-10.7
CCOC(=O)N1CCN(C(=O)Cc2cccs2)CC1	-0.8	-3.4	-0.7	13.8	-0.2	-0.6	-6.9	1.1	-0.8	-2.3
Cc1c(C(=O)N(C)C(C)c2ccccn2)oc2c(F)cccc12 (stereo not drawn)	-0.2	1.1	-1.1	12.4	0.1	-0.7	-7.1	-0.3	2.1	-4.5
CC(Oc1ccc(Cl)cc1)c1ccc(C#N)c(=O)[nH]1 (stereo not drawn)	-1.1	-0.9	-5.2	-2.6	3.2	24.1	-5.7	-14.0	3.2	-7.2
O=C(COc1cccnc1[N+](=O)[O-])N1CCC(Cc2ccccc2)CC1	-0.2	-0.6	0.6	-2.6	-0.3	5.8	-3.8	-0.3	-17.1	-1.9
Cn1c(=O)c2[nH]c(CN3CCN(Cc4ccccc4)CC3)nc2n(C)c1=O	0.2	0.5	2.2	10.0	-0.2	0.2	0.8	1.0	-2.4	3.0
Cc1ccc2nc(Cl)c3nnnn3c2c1	-0.1	-0.3	1.6	6.4	·	11.3	-7.9	-2.1	-18.8	-5.1
COc1ccc(NC2=C(C(C)=O)C(c3ccc(OC)c(OC)c3)C(C(C)=O)C(C)(O)C2)cc1 (stereo not drawn)	-0.2	0.4	4.0	8.5	0.7	-7.3	-3.6	-3.5	-4.5	-3.1
Cc1ccc(C)c(S(=O)(=O)N2CCN(C(C(=O)Nc3ccc(F)cc3)c3ccccc3)CC2)c1 (stereo not drawn)	-1.0	4.2	0.5	-6.1	0.4	-9.2	13.0	-10.8	-2.8	1.3

Records listed so far printed as active in Scp-1 inhibitor.
canonical_smiles	Tb MetRS inh	LMPTP block	CendR NRP1 mod	MsrA inh	DNMT1 block	Scp-1 inhibitor	MsrA act	SUMO1 PPI mod	eLon inh
FC(F)(F)c1ccc(Nc2nnnc3ccccc23)cc1	0.7	51.1*	5.9	1.9	-1.5	72.5*	-8.9	-8.2	-2.5
